Growth percent in the NCI-60 one-dose screen (48 h, 10 µM unless noted): 100 = growth as untreated, 0 = no growth, -100 = all killed.
MDA-MB-468: MDA-MB-468 breast cancer | hit rate 8.5% among 78,000
HS 578T: HS 578T breast cancer | hit rate 4.1% among 78,000 | AID 1794788
MDA-MB-231: MDA-MB-231 breast cancer; AID 1794789; hit rate 5% among 81,000
BT-549: BT-549 breast cancer; hit rate 4.4% among 78,000
LOX IMVI: LOX IMVI melanoma. hit rate 7.4% among 79,000. AID 1794757
SK-MEL-28: SK-MEL-28 melanoma; hit rate 4.1% among 81,000
T-47D: T-47D breast cancer | hit rate 5% among 79,000
MCF7: MCF7 breast cancer; hit rate 6.3% among 82,000
* marks the source's active call; other numbers are inactive results; . = not tested or not shown; & = joins results of further samples; ! = not active in a repeat; [ ] = remark or other dose. Rule for the calls: active = growth percent below 10; inactive = the rest. An excerpt (hit frequency here may not be typical).

The opening 12 compounds (preview)
SMILES	MDA-MB-468	HS 578T	MDA-MB-231	BT-549	LOX IMVI	SK-MEL-28	T-47D	MCF7
CCCC(Cc1ccccc1)N1CCCC1 (stereo not drawn)	105	123	106	113	100	117	102	100
COP(=O)(OC)C(O)c1ccc(Cl)cc1Cl (stereo not drawn)	.	.	118	105	102	104	109	97
N#CC(Br)C(N)=O (stereo not drawn)	98	99	100	109	93	105	94	100
CCC(C#N)c1ccccc1 (stereo not drawn)	96&92	134&91	95&111	107&102	100&100	94&107	96&100	96&98
CN(Cc1ccc(C(F)(F)F)cc1)CC(O)C(=O)Nc1ccc(C#N)c(C(F)(F)F)c1 (stereo not drawn)	95	86	84	117	93	105	82	90
O=C(O)COc1ccc(Cl)cc1	77	86	106	102	99	107	97	93
COCc1c(CN)cnc(C)c1N	80	102	98	95	96	102	102	101
CCCC(=O)O[C@@H]1C[C@H]2C[C@@H](O[C@@H]3O[C@@H](C)[C@@H](O)[C@@H](O)[C@H]3OC)C[C@@H](C[C@@H](C)/C=C/C=C\C[C@@H]3O[C@@H](C[C@@H]3C)[C@@H](O)C[C@H]3C[C@@]1(O)C(=O)O3)O2	-6.3*	97	86	47	62	71	17	26
OCc1ccc2c(c1)OCO2	98	97	102	106	95	108	86	93
O=[N+]([O-])c1ccc2cnn(CSP(=S)(c3ccccc3)c3ccccc3)c2c1	43	.	52	70	65	74	70	27
N[C@H]1C=C(C(=O)O)CC1=C(F)F	109	106	108	114	99	114	97	101
O=C(/C=C/c1ccc(Cl)cc1)c1nc2ccccc2n1Cc1ccc(Br)cc1	9.1*	.	.	37	.	80	28	9.4*

All compounds of this part (from the top)
SMILES	MDA-MB-468	HS 578T	MDA-MB-231	BT-549	LOX IMVI	SK-MEL-28	T-47D	MCF7
CCCC(Cc1ccccc1)N1CCCC1 (stereo not drawn)	105	123	106	113	100	117	102	100
COP(=O)(OC)C(O)c1ccc(Cl)cc1Cl (stereo not drawn)	.	.	118	105	102	104	109	97
N#CC(Br)C(N)=O (stereo not drawn)	98	99	100	109	93	105	94	100
CCC(C#N)c1ccccc1 (stereo not drawn)	96&92	134&91	95&111	107&102	100&100	94&107	96&100	96&98
CN(Cc1ccc(C(F)(F)F)cc1)CC(O)C(=O)Nc1ccc(C#N)c(C(F)(F)F)c1 (stereo not drawn)	95	86	84	117	93	105	82	90
O=C(O)COc1ccc(Cl)cc1	77	86	106	102	99	107	97	93
COCc1c(CN)cnc(C)c1N	80	102	98	95	96	102	102	101
CCCC(=O)O[C@@H]1C[C@H]2C[C@@H](O[C@@H]3O[C@@H](C)[C@@H](O)[C@@H](O)[C@H]3OC)C[C@@H](C[C@@H](C)/C=C/C=C\C[C@@H]3O[C@@H](C[C@@H]3C)[C@@H](O)C[C@H]3C[C@@]1(O)C(=O)O3)O2	-6.3*	97	86	47	62	71	17	26
OCc1ccc2c(c1)OCO2	98	97	102	106	95	108	86	93
O=[N+]([O-])c1ccc2cnn(CSP(=S)(c3ccccc3)c3ccccc3)c2c1	43	.	52	70	65	74	70	27
N[C@H]1C=C(C(=O)O)CC1=C(F)F	109	106	108	114	99	114	97	101
O=C(/C=C/c1ccc(Cl)cc1)c1nc2ccccc2n1Cc1ccc(Br)cc1	9.1*	.	.	37	.	80	28	9.4*
C1=NCCCN2CCCCC12 (stereo not drawn)	.	103	116	102	101	103	104	99
N#CC(N)c1ccccc1 (stereo not drawn)	99	98	108	96	101	113	114	111
COC(=O)C12CC(NC(=O)c3csc([C@@H](C[C@H](C(C)C)N(C)C(=O)[C@@H](NC(=O)[C@H]4CCCCN4C)C(C)C)OC(C)=O)n3)(C1)C2	43	35	12	-26*	22	62	75	15
O=C(COc1ccc(OCC(=O)N2CC2)cc1)N1CC1	106	100	116	105	92	108	103	105
CCCCN(CCCC)P(=O)(Oc1ccccc1)Oc1ccccc1	39	85	69	73	68	94	47	48
CC(C)(C)c1ccc(O)cc1	102	104	102	108	106	111	95	103
O=C1NC(=O)C(=O)C(=O)N1	101	106	104	100	92	103	99	97
CCN(CC)C1CCCCC1	99	94	101	100	103	105	99	100
CC1(C)COP(=O)(CCC#N)OC1	107	102	108	119	112	123	116	103
COC(=O)CC(c1ccc(O)c(Cl)c1)c1c(O)c2ccccc2oc1=O (stereo not drawn)	123[8.25 µM]	101[8.25 µM]	95[8.25 µM]	123[8.25 µM]	86[8.25 µM]	101[8.25 µM]	101[8.25 µM]	92[8.25 µM]
C[C@]12CC[C@H]3[C@@H](C[C@@H]4SC(Nc5ccccc5)=N[C@@]45C/C(=N/O)CC[C@]35C)[C@@H]1CCC2=O	60	65	78	36	-4.5*	73	64	28
O=[N+]([O-])c1ccc(S(=O)(=O)F)c(Cl)c1	.	102	129	98	99	118	102	98
C#C[C@]1(O)CC[C@H]2[C@H]3[C@H](CC[C@@]21C)[C@H]1CCC(=O)C=C1C[C@H]3C	102	101	102	94	94	113	.	123
C#C[C@]1(O)CC[C@H]2[C@@H]3CC[C@H]4CC=CC[C@]4(C)[C@H]3CC[C@@]21C	102	.	132	103	106	111	98	114
Clc1ccc2nnnn2n1	36	90	37	29	16	52	57	19
CCC(C)N=C=S (stereo not drawn)	100	102	107	109	100	103	95	88
CC(C)OC(=O)[C@H](C)NP(=O)(Oc1ccccc1)C1CCCN(O)C1=O (stereo partly drawn)	97	92	92	95	85	52	94	94
Cc1ccc(-n2c(=S)[nH]c3ccccc3c2=O)cc1C	106	92	100	.	93	107	101	92
CCCOP(=S)(N1CC1C)N1CC1(C)C (stereo not drawn)	104	99	104	116	110	113	121	101
CC1CS1 (stereo not drawn)	108	102	114	104	110	106	103	110
Nc1nnc(N)n1N	108	96	112	97	96	113	90	91
CC1=C[C@H]2O[C@@H]3C[C@H]4OC(=O)/C=C\C=C\[C@H]([C@@H](C)O)OCC[C@@H](C)[C@H](O)C(=O)OC[C@@]2(CC1)[C@]4(C)[C@]31CO1	-67*	-6.6*	-25*	-25*	-79*	-49*	-19*	-7.9*
C/C=C/CC(C)C(O)[C@H](NC(=O)[C@@H]1CCCN1C(=O)C(C)(C)NC(=O)CCCCCCC)C(=O)N[C@@](C)(CC)C(=O)N[C@@H](CCC(N)=O)C(=O)N[C@H](CCC(N)=O)C(=O)NC(C)(C)C(=O)NC(C)(C)C(=O)N[C@@H](CCC(N)=O)C(=O)N[C@H](CC(C)C)C(=O)N[C@H](CO)CC(C)C (stereo partly drawn)	-56*!	-11*!	-6.9*!	-61*!	33	-75*!	7.2*!	4.8*!
NCC(=O)c1ccccc1	113	106	107	104	94	113	109	94
O=C(CCCC1SCC2NC(=O)NC21)NCCCc1cn(CCOCc2ccc(COC(=O)CCCc3ccc(N(CCCl)CCCl)cc3)cc2)nn1 (stereo not drawn)	92	113	103	106	94	110	108	91
CC(C)COC(C(=O)OCCN(C)C)(c1ccccc1)c1ccccc1	104	98	108	120	103	106	92	107
ClCCN(CCCl)c1ccc(CNc2ccccc2)cc1	62	105	92	77	52	81	70	28
S=C=Nc1ccc(Br)cc1	98	116	110	98	97	111	97	102
Oc1ccc(C2(c3ccc(O)cc3)CCCCC2)cc1	114&109	100&93	119&90	82&109	97&96	101&120	102	100&122
CC(=O)O[C@@H]1[C@@H]2O[C@H]2[C@@](C)(O)C(=O)[C@@H](C)C/C=C/[C@H]2[C@@H]3O[C@]3(C)[C@@H](C)C3[C@H](Cc4ccccc4)NC(=O)[C@@]312 (stereo partly drawn)	57	4.9*	22	30	15	71	34	57
Cc1cc(N(CCCl)CCCl)ccc1/C=N\NC(=O)c1cccnc1	-39*	103&98	94&112	79&86	69	98&108	61&58	60&50
O=C(O)CCOC(C[N+](=O)[O-])C(Cl)(Cl)Cl (stereo not drawn)	83	117	133	96	103	105	90	97
Cc1ccc(C(=O)NCCCOc2ccc(N)cc2Cl)cc1S(=O)(=O)F	85	98	106	98	85	104	82	103
CC(=O)[C@H]1CC[C@H]2[C@@H]3CC[C@@H]4C[C@H](O)CC[C@]4(C)[C@H]3[C@H](O)C[C@]12C	100	105	98	101	95	107	108	99
NC(=S)N=Nc1c(O)[nH]c(=O)[nH]c1=O	.	.	86	114	98	111	51	31
CC(Cl)CN(CC(C)Cl)c1ccc(S(=O)(=O)Nc2ncccn2)cc1 (stereo not drawn)	85	88	98	84	74	105	97	64
COc1cc2c(cc1OC)C13CCN4CC5=CCOC(CC(=O)O)C(C5CC41)C3N2 (stereo not drawn)	93	.	118	103	109	107	89	96
N#C[S-].[Au+].c1ccc(CN2[CH-]N(Cc3ccccc3)C(c3ccccc3)=C2c2ccccc2)cc1	-3.8*	36	-36*	23	7.6*	21	7.1*	4.9*
c1ccc(NC2=NCCN2)nc1	112	102	86	104	.	111	101	90
NCCc1ccc(OCc2ccccc2)c(OCc2ccccc2)c1	48	126	79	89	63	97	69	70
O=C1N(c2nncs2)CCN1[N+](=O)[O-]	88	101	97	115	95	107	101	94
CCOc1ccc(N)cc1	94	107	89	87	90	110	94	94
CC(=O)O[C@H]1CC[C@@]2(C)C(=CCC3C2CC[C@]2(C)C(=O)CCC32)C1 (stereo partly drawn)	98	111	100	87	100	115	108	120
CCCCOP(=O)(CCl)OCCCC	96	.	104	104	106	103	94	93
Nc1cccnc1	130	.	110	110	104	117	106	.
CC1(C)N=C(N)N=C(N)N1c1ccc(C(=O)Nc2cccc(S(=O)(=O)F)c2)cc1	103	96	107	123	105	102	107	93
CC/C=C(\C)C1(CC)C(=O)NC(=S)NC1=O	84	95	119	105	107	108	101	103
COC(=O)[C@@H](C)C[C@H](Cc1ccc(F)cc1)NC(=O)c1csc([C@@H](C[C@H](C(C)C)N(C)C(=O)[C@@H](NC(=O)[C@H]2CCCCN2C)C2CC2)OC(C)=O)n1	23	41	13	-0.5*	24	59	60	20
More structures:
SMILES	MDA-MB-468	HS 578T	MDA-MB-231	BT-549	LOX IMVI	SK-MEL-28	T-47D	MCF7
CC(=O)[C@H]1CC[C@H]2[C@@H]3CC[C@H]4C[C@H](N)CC[C@]4(C)[C@H]3CC[C@]12C	64	82	73	71	69	86	91	71
CCCCC(CC)COC(=O)c1cccc(C(=O)OCC(CC)CCCC)c1 (stereo not drawn)	118	107	100	118	104	115	91	109
C[C@H]1C[C@@H]2[C@H](CC[C@]3(C)[C@@H](O)CC[C@@H]23)[C@@]2(C)CC[C@H](O)C[C@H]12	94	93	110	102	90	94	105	111
N#CC(CCN1CCOCC1)(c1ccccc1)c1ccccc1	90	91	88	104	95	106	104	93
C[C@]12CC[C@H]3[C@@H](CCC4=CC(=O)CC[C@@]43C=O)[C@@H]1CCC2=O	97	93	104	108	94	95	113	112
Cc1cccc(CN2CCNCC2)c1	99	101	106	107	92	115	97	107
O=C1NC(=O)C(=Cc2ccc3ccccc3c2)C(=O)N1	92	94	102	.	98	103	94	91
COC(=O)C(c1ccccc1)C1CCCCN1 (stereo not drawn)	80	.	85	88	89	109	96	98
O=[N+]([O-])c1cc(F)cc([N+](=O)[O-])c1O	107	110	101	100	100	.	100	89
COc1ccc2c(ccc3oc([N+](=O)[O-])cc32)c1	-58*	-7.7*	-20*	-35*	-36*	-40*	15	6.6*
Nc1nc(N)nc(N)n1	.	96	106	98	95	98	96	91
CCOP(=O)(OCC)C1CCC(=O)O1 (stereo not drawn)	104	111	116	100	.	112	102	100
C[N+](C)(C)CCOS(=O)(=O)[O-]	110	103	101	99	109	109	111	94
ClCCN1c2ccccc2Oc2ccc3ccccc3c21	101	98	99	127	98	117	88	103
CCOP(=S)(N/N=C\C(C)(C)C1CCCCC1)OCC	104	79	90	100	81	107	99	97
CC(Cl)[N+](=O)[O-] (stereo not drawn)	104	124	98	107	102	106	95	93
Cc1c([N+](=O)[O-])cc2c(c1[N+](=O)[O-])C(C)(C)CC2(C)C	115	118	101	130	101	110	91	91
O=C1NCN(c2ccccc2)C12CCNCC2	.	131	91	92	92	179	104	92
COCCOP(=O)(N1CC1C)N1CC1C (stereo not drawn)	100	99	107	107	110	109	114	101
CCCCC1CO1 (stereo not drawn)	104	99	106	91	.	105	101	92
CCCCC/C=C/C(C)=C/C1CC(C)C/C=C/CCC(O)C(OC(N)=O)CCC(C)CC(OC(N)=O)C(C)C(=O)O1 (stereo not drawn)	96	80	.	116	80	83	106	90
CCCCOC(=O)C1C(C=C(C)C)C1(C)C (stereo not drawn)	107	105	109	98	97	110	90	96
CC(=O)O[C@H]1CC[C@H]2[C@@H]3[C@H](C)CC4=CC(=O)CCC4[C@H]3CC[C@]12C (stereo partly drawn)	92	114	125	.	103	118	98	118
CC(=O)c1ccc(Cl)cc1	118	143	102	123	102	127	112	109
O=[N+]([O-])c1cc(Cl)c(Cl)c([N+](=O)[O-])c1Cl	9.0*	106	92	97	-26*	103	0.5*	20
CN=C1CN=C(c2ccccc2)c2cc(Cl)ccc2N1	111	86	101	109	98	112	93	100
COc1cc(OC)c(S(=O)(=O)N(CCCl)CCCl)cc1C1=NN(C(C)=O)C(c2ccc(Cl)cc2)C1 (stereo not drawn)	81	68	90	48	80	92	34	57
Cc1nc(C#N)c(N2C[C@@H]3C[C@@H](C2)c2cccc(=O)n2C3)o1	106	101	116	117	96	112	117	95
O=C1C=C2c3ccccc3CC(C(=O)O)C2CC1 (stereo not drawn)	107&103	93&100	105	115&98	99&97	111&114	96	97&101
COc1cccc(CNC(=O)CN2CCCC2=O)c1O	110	99	96	87	97	99	113	94
CCOP(=O)(OCC)/C(C#N)=C/c1nc[nH]c1C	94	76	112	108	102	117	94	98
CC1CN1P(=O)(OCCCl)N1CC1C (stereo not drawn)	105	110	116	102	100	110	101	105
Cc1c(Cl)cc([N+](=O)[O-])c(O)c1[N+](=O)[O-]	119	110	101	96	99	99	102	101
C=C1CC[C@H]2C[C@@H]1[C@@]21CO[C@@]2(C=C(C)C(=O)O2)[C@H]1O	107	113	113	48	107	116	102	105
N#Cc1c[nH]c2ccccc12	102	95	104	111	97	111	103	90
